# PREPL inh: human PREPL enzyme inhibition; actives 0.68% (n = 320,000); inhibition, % at 5.96 µM; recombinant PREPL, fluorescence polarization activity-based probe; AID 2751; in the data active = inhibition above about 43%;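 note: 0% = enzyme with DMSO and 100% = wells lacking enzyme; many of its hits are not listed in these tables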
# LYPLA1 counter: blocks human lysophospholipase 1, a PME1 counter-screen. actives 0.16% (n = 320,000). recombinant LYPLA1, FP-Rh probe fluorescence polarization. inhibition, % at 5.9 µM. O75608;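 active = inhibition above the mean of all tested compounds plus 3 SD, set per campaign, cut at about 14% in these data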;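 note: inhibitors block serine hydrolase probe labeling of LYPLA1 so polarization falls; 0% = enzyme with DMSO and 100% = wells lacking LYPLA1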
# Target sequence (O75608 whole entry, looked up): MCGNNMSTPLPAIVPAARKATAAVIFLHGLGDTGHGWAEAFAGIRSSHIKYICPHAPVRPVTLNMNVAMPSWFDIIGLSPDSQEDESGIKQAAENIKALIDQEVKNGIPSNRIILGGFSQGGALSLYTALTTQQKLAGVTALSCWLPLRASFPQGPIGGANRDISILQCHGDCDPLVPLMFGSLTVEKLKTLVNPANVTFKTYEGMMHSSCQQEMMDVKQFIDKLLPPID
# pPAFAH inh: inhibitors of human plasma PAF acetylhydrolase (pPAFAH); recombinant pPAFAH, FP-rhodamine probe fluorescence polarization; actives 1.5% (n = 330,000); Q13093; inhibition, % at 3.39 µM;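 active = inhibition above the mean inhibition across the screen plus 3 SD, cut at about 25% in these data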;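 note: inhibitors block binding of the rhodamine activity-based probe so polarization drops; 0% = enzyme with DMSO and 100% = wells lacking pPAFAH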
# GSTO1 inh: counter-screen for RBBP9 inhibitors: inhibitors of human GSTO1. actives 1.1% (n = 300,000). inhibition, % at 5.96 µM. recombinant GSTO1, activity-based probe fluorescence polarization. AID 1974;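 active = inhibition above the campaign mean inhibition plus 3 SD, cut at about 35% in these data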;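 note: 0% = GSTO1-1 with DMSO and 100% = wells lacking GSTO1-1 enzyme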
# Target sequence (P78417 whole entry, looked up): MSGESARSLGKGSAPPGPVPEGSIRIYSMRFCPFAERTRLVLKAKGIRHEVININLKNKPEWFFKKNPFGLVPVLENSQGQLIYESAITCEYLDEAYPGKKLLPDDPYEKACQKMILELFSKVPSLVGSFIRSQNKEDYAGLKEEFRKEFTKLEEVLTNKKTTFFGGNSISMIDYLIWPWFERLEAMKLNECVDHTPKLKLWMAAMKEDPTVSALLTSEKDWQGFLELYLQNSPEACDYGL
# PAFAH1B2 FP inh: PAFAH1B2 (human) inhibition; P68402; recombinant PAFAH1B2, FP-rhodamine activity probe, fluorescence polarization; inhibition, % at 3.39 µM; actives 1.2% (n = 340,000); AID 492953;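 active = inhibition above the mean of all tested compounds plus 3 SD, cut at about 24% in these data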;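 note: 0% = enzyme with DMSO and 100% = wells lacking PAFAH1B2; many of its hits are not listed in these tables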
# Target sequence (P68402 whole entry, looked up): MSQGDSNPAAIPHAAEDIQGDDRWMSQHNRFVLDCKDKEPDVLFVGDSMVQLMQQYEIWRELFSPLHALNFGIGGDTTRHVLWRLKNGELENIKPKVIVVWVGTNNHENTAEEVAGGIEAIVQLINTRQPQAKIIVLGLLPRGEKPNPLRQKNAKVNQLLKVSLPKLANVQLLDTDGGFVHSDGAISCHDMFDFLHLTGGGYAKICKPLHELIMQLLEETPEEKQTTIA
# PAFAH2 inh: inhibitors of human PAFAH2; Q99487; recombinant PAFAH2, FP-rhodamine activity probe, fluorescence polarization; inhibition, % at 3.39 µM; actives 0.99% (n = 340,000); AID 492956;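 active = inhibition above the mean over all tested compounds plus 3 SD, cut at about 30% in these data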;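 note: inhibitors block probe labeling of enzyme so polarization drops; 0% = enzyme with DMSO and 100% = wells lacking PAFAH2 protein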
# PAFAH1B3 FP inh: blocks human PAF acetylhydrolase 1B catalytic subunit 3; Q15102; recombinant PAFAH1B3, FP-rhodamine probe, fluorescence polarization; inhibition, % at 3.39 µM; actives 0.28% (n = 340,000); AID 492972;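 active = inhibition above the screen-wide average of all tested compounds plus 3 SD, cut at about 25% in these data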;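 note: 0% = enzyme with DMSO only and 100% = wells lacking PAFAH1B3 protein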
# LYPLA2 counter: blocks human lysophospholipase 2, a PME1 counter-screen; O95372; recombinant LYPLA2, FP-Rh probe fluorescence polarization; inhibition, % at 5.9 µM; actives 0.38% (n = 320,000);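 active = inhibition above the screen-wide mean plus 3 SD, limit set per campaign, cut at about 26% in these data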;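 note: 0% = LYPLA2 with DMSO and 100% = wells lacking LYPLA2 enzyme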
# Target sequence (O95372 whole entry, looked up): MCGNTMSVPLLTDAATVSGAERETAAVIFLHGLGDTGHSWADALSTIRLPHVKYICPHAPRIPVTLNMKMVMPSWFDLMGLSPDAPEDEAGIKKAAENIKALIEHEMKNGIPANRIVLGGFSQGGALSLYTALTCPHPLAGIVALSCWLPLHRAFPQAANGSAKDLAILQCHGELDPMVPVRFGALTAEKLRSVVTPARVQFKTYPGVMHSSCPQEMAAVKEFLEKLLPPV
# PAD4 inh: blocks human protein arginine deiminase 4; actives 0.41% (n = 330,000); inhibition, % at 6.36 µM; Q9UM07; recombinant PAD4, RCA probe fluorescence polarization;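 active = percent inhibition above a cutoff equal to the mean of all tested compounds plus 3 SD, cut at about 15% in these data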;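 note: 0% = PAD4 with RCA probe and DMSO and 100% = probe without PAD4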
# * marks the source's active call; other numbers are inactive results; / = no result given. A portion of the library, so the mix of outcomes need not match the whole.
SMILES,PREPL inh,LYPLA1 counter,pPAFAH inh,GSTO1 inh,PAFAH1B2 FP inh,PAFAH2 inh,PAFAH1B3 FP inh,LYPLA2 counter,PAD4 inh
CN1C(=O)C(=O)/C(=C(/O)c2ccccc2)C1c1ccc([N+](=O)[O-])cc1 (centres undefined),-1.2,3.4,-0.5,-0.8,3.1,-7.0,10.4,1.2,0.7
O=C1CC2(CCCCC2)Oc2ccc(F)cc21,-8.7,-2.7,-1.4,1.6,-3.1,1.3,6.5,4.0,3.6
OCC1(CCc2ccccc2)CCN(Cc2cc(Cl)ccc2O)CC1,12.1,2.1,7.3,1.7,4.4,-2.4,9.6,9.0,-2.3
O=C(Cn1cnc2ccccc2c1=O)Nc1ccc2c(c1)OCCO2,10.6,-2.4,-4.4,6.5,4.5,11.2,-0.2,-3.6,0.6
CC(=O)Nc1ccc(/C=C/C(=O)c2ccccc2)cc1,-14.4,-4.1,-2.8,2.2,/,/,/,-1.5,-0.3
CCC(=O)Nc1c(S(=O)(=O)c2ccc(C)cc2)c2nc3ccccc3nc2n1C(C)c1ccccc1 (centres undefined),10.8,-5.8,0.7,0.6,-0.5,3.3,-1.3,-4.5,-4.8
CC(=O)Nc1ccc(NC2CCCCC2NS(=O)(=O)c2ccc(Cl)cc2)cc1 (centres undefined),0.6,-1.4,2.1,2.7,8.3,-1.1,5.0,3.7,1.0
CCOc1ccc(/C=N/NC(=O)c2cc(-c3cccn3C)n[nH]2)cc1,13.3,2.7,3.7,-2.4,0.0,1.6,4.7,-0.5,-2.7
CCCCN(CCCC)CCNC(=O)CN1C(=O)COc2ccc(S(=O)(=O)N3CCOCC3)cc21,-2.9,4.1,1.9,20.1,1.2,-2.4,-3.1,2.8,2.1
CS(=O)(=O)N(CC(=O)NCCSCc1ccccc1)c1ccccc1Br,9.2,-0.9,4.6,7.1,11.8,4.7,1.3,-4.6,0.9
COC(=O)c1cn(C(=O)OC)c2ccccc12,-5.1,-6.5,-7.7,11.3,4.6,7.7,-1.1,-6.2,-7.6
CCOC(=O)COc1c(OC)cc(Cl)cc1C1Nc2ccccc2C(=O)N1c1ccc(F)cc1 (centres undefined),11.1,-1.0,3.4,-7.1,6.4,-4.9,1.2,1.5,-2.7
O=C(NC(=S)Nc1cc([N+](=O)[O-])ccc1Cl)c1ccccc1,7.9,-5.2,10.5,-5.3,-3.7,-0.4,-2.6,-6.8,-4.6
CCOC(=O)N1CCN(C(=O)C2CC(=O)N(c3ccc(C)cc3)C2)CC1 (centres undefined),2.6,4.3,4.8,3.9,3.0,0.0,8.6,6.2,-0.5
CC(C)NC(=O)C(=O)NCCCOC(C)C,12.4,2.3,-1.9,-0.3,-2.7,5.0,-0.5,-0.9,-3.7
Cc1c(-c2ccc(F)cc2)nc(N)c(C#N)c1-c1ccco1,10.7,1.8,6.4,-1.3,4.6,-2.8,0.3,-1.5,-2.2
COc1cc(C(=O)NCC2CCCO2)cc(Br)c1OCc1ccccc1 (centres undefined),0.4,0.5,7.8,/,0.4,4.5,6.7,6.3,3.0
Fc1cccc(CN(C2=NCCN2)c2c(Cl)cccc2Cl)c1,-3.8,-0.6,2.8,7.4,-3.9,4.6,2.9,-3.3,-0.1
COc1ccc(NC(=O)CSc2ccc(C)cc2)cc1,-12.7,0.5,0.6,5.2,23.0,-0.8,-2.4,11.8,-8.3
COc1ccc(-c2ccc(-c3noc(C4CCCCC4)n3)c(OC)n2)cc1,-9.3,-1.0,5.7,-2.2,-0.4,-1.4,-6.9,-5.5,3.2
Cc1noc(C(=O)Nc2sc3c(c2C#N)CCC3)c1Cl,-2.4,3.6,6.0,-1.3,6.1,12.2,10.5,10.6,-5.5
CCCn1c(C(C)NC(C)=O)nc2ccccc21 (centres undefined),8.2,3.7,-6.1,-0.3,-1.6,-7.8,7.6,-2.0,5.6
O=C(NNC(=S)Nc1cccc(C(F)(F)F)c1)c1ccccc1Cl,9.8,1.8,23.4,1.3,7.8,9.3,10.6,5.1,0.4
CCOC(=O)C(NC(=O)Nc1ccc(Cl)cn1)(Oc1ccc(F)cc1)C(F)(F)F (centres undefined),-0.2,-1.5,-3.0,6.6,1.0,-5.5,11.6,3.4,5.1
COc1cccc(NC(=O)C2CCN(S(=O)(=O)c3ccc4[nH]c(=O)ccc4c3)CC2)c1,9.1,0.4,-5.6,-9.6,0.1,2.6,2.2,0.4,-4.5
Cc1c(F)cccc1NS(=O)(=O)c1ccc2c(c1)NC(=O)CO2,-10.7,-0.6,14.5,32.8,-2.2,5.8,-1.3,-5.5,-9.8
CC1(C)c2ccccc2-n2c1cc1oc(=O)cc(O)c1c2=O,10.7,-0.4,-2.8,2.4,6.4,7.1,3.7,3.6,-4.2
c1ccc(Oc2nc(N3CCOCC3)nc(N3CCOCC3)n2)cc1,5.2,-0.9,-1.1,-3.3,-0.3,-0.6,-0.2,3.1,4.0
N#CNC1=NCN(Cc2ccccc2)CN1,15.5,-1.9,-7.6,-7.5,-0.6,-9.9,4.4,-0.5,-4.1
CC[C@H](C)[C@H](NC(=O)c1ccc(Cl)cc1)C(=O)OCC(=O)c1c(N)n(C)c(=O)n(C)c1=O,6.5,/,-2.5,/,2.5,1.8,10.7,/,-0.1
CCOC(=O)N1CCC(N2Cc3cccc(C(=O)Nc4ccccc4OC)c3C2=O)CC1,9.6,6.5,-0.6,-4.0,3.2,5.0,-1.6,3.0,-1.6
Cc1csc(NC(=O)CCS(=O)(=O)c2ccc(Br)cc2)n1,-8.3,5.4,4.0,-3.0,15.6,7.0,5.9,13.6,-6.8
COc1ccc(/C=N/NC(=O)c2c(C)nc3ccccn23)cc1[N+](=O)[O-],-0.2,1.1,5.0,-7.6,2.1,-0.3,3.6,-5.1,0.8
O=C(CSCc1cccc(Br)c1)N1CCOCC1,-0.6,1.8,-1.5,-3.2,5.4,7.9,8.2,2.3,0.4
c1ccc(Nc2nnc(-c3cccnc3)s2)cc1,4.9,-4.3,-5.8,3.8,5.1,-0.2,7.9,-5.3,-9.2
COc1ccc(OC)c(/C=N/NC(=O)c2[nH]nc3c2CCc2ccccc2-3)c1,-0.9,-5.3,-1.9,-0.1,-0.7,4.2,-4.7,-10.6,-2.4
COc1ccc(CN2CCN(C(=O)Cn3nc(C)n4cccc4c3=O)CC2)c(OC)c1OC,1.2,3.2,4.0,-0.2,-2.5,5.0,5.4,-0.4,2.1
CCOC(=O)C1=C(C)NC(=O)CC1c1ccccc1 (centres undefined),-6.1,3.9,-1.2,7.0,6.8,2.8,-8.6,1.7,2.7
C/C(=N\O)C1CCCCC1,2.6,0.4,5.4,3.9,/,/,/,-7.0,-1.4
CCOC(=O)C(CCC#N)(CCC#N)C(=O)OCC,7.8,-0.4,0.6,5.4,3.0,5.8,6.4,2.2,-3.3
CCOC(=O)CCNC(=O)N1CCCC(CCC(=O)N(C)CCc2ccccn2)C1 (centres undefined),-0.5,-0.5,-3.3,-1.6,2.4,-11.1,-5.1,1.6,-0.8
CCOc1ccc(CC(=O)NNC(=O)NC2CCCCC2)cc1,5.9,4.0,-0.4,2.8,1.0,4.2,8.1,-3.4,-1.7
O=C(c1ccccc1)N1CCN(CC(O)COC2CCCCC2)CC1 (centres undefined),-0.6,1.1,4.8,5.0,-0.2,-0.8,5.3,2.0,0.7
COc1ccc(C(O)P(=O)(OCc2ccccc2)c2ccc(N(C)C)cc2)cc1 (centres undefined),36.0,-1.0,9.4,-4.6,4.8,2.3,1.1,4.6,-0.1
Cc1cc(C)c2sc(N(CCCN(C)C)C(=O)CN3C(=O)c4ccccc4C3=O)nc2c1,-57.3,-2.1,10.1,4.5,6.4,2.9,0.1,2.1,-4.3
Cc1ccc2nc(C(=O)O)c(C(=O)O)nc2c1,0.9,1.0,-5.4,0.9,2.3,1.9,-2.2,-0.4,0.0
O=C(Nc1ccc2c(c1)nc1n2CCSC1)c1ccccc1,-5.3,-1.4,-5.3,-0.2,-1.7,0.5,1.8,7.0,6.3
COc1cc(Br)cc2cc(C(=O)N3CCN(C(=O)c4ccco4)CC3)c(=O)oc12,-0.6,-2.9,9.3,9.8,4.7,13.8,7.8,1.3,1.2
COc1ccc(CCNC(=O)c2ccc(Cl)cc2Cl)cc1OC,0.7,0.7,-0.6,4.5,-1.9,9.9,6.0,1.1,-3.4
C/C(CC(=O)NC12CC3CC(CC(C3)C1)C2)=N\NC(=O)c1ccc(C)cc1,-4.8,-1.9,5.4,7.4,2.7,-3.1,6.8,-0.8,0.0
CCOC(=O)C1CCCN(S(=O)(=O)c2ccc3c4c2CC(=O)N4CC(C)S3)C1 (centres undefined),17.5,1.1,15.6,8.2,-2.7,34.7*,3.5,-0.3,-0.4
CC(C)Cc1cc(C(=O)Nc2ccc(Br)cc2)no1,-6.2,0.5,3.4,-5.5,2.3,-2.0,2.7,-1.0,2.4
NC(=O)c1ccc(Oc2ccc(C(N)=O)cc2)cc1,-5.8,0.2,-6.1,3.0,-0.8,4.7,5.7,-1.8,1.2
CCc1ccc(S(=O)(=O)Nc2ccncc2)cc1,0.9,-0.4,2.0,-1.9,22.9,3.8,5.1,6.9,-5.8
CC(C)(C)NC(=O)C[C@H]1C[C@H](C(=O)N2CCCCC2)[C@@]2(C)c3[nH]c4cc(-c5ccco5)ccc4c3CCN2C1=O,/,/,10.6,/,5.5,-4.8,0.3,/,-5.0
O=C(Nc1ccc(F)cc1F)c1c(C(F)(F)F)ccnc1Oc1ccccc1,-3.5,-0.7,-0.2,-3.3,/,/,/,1.5,8.0
CCOC(=O)c1sc(NC(=O)CSc2nc3c(cc2C#N)CCCCCC3)c(C#N)c1C,10.0,-5.3,5.1,5.2,-4.4,-6.0,-3.8,3.7,-3.2
CCSc1nnc(NC(=O)C2CC(=O)N(Cc3ccc(C)cc3)C2)s1 (centres undefined),7.9,1.0,-0.4,1.2,4.3,0.0,12.1,7.3,1.5
O=C1N=c2ccccc2=C1c1sc(=O)[nH]c1O,-5.5,-0.9,-0.3,3.9,/,/,/,0.4,5.4
CCC(=O)Nc1c(C(=O)N2CCN(c3ccccn3)CC2)cnn1-c1ccc(C)cc1,2.5,-1.6,3.5,1.8,-1.7,3.1,8.8,0.7,-2.8
# Following part.
SMILES,PREPL inh,LYPLA1 counter,pPAFAH inh,GSTO1 inh,PAFAH1B2 FP inh,PAFAH2 inh,PAFAH1B3 FP inh,LYPLA2 counter,PAD4 inh
O=c1[nH]c(=O)c2ncc(-c3ccc(Cl)cc3)nc2[nH]1,-4.8,0.8,6.7,-9.4,/,/,/,0.8,1.1
COc1ccc(-n2nc(C(=O)NCC(=O)N3CCCCCC3)c3ccccc3c2=O)cc1Cl,0.0,-4.1,-3.2,-3.4,-0.5,-2.0,-4.8,14.0,1.0
O=C1CCN(Cc2nnnn2CC2CCCO2)c2ccccc2N1 (centres undefined),18.6,-0.8,-0.6,3.0,-2.0,-2.8,-1.5,-1.3,1.3
Cc1cc(Oc2ccc(C)c(Cl)c2)nc(SCC(=O)c2ccccc2)n1,3.9,-2.3,0.6,0.3,13.2,-5.1,-5.4,4.0,-3.2
CC(NC(=O)CCNS(=O)(=O)c1cccc2nsnc12)c1ccccc1 (centres undefined),2.2,3.1,1.5,0.3,7.0,-1.0,9.7,8.8,4.7

# Screens: PubChem BioAssay, The Scripps Research Institute Molecular Screening Center
